From PubChem BioAssay
Nrf2 activator: Nrf2 pathway activation; AREc32 ARE-luciferase reporter (MCF7-derived line), luminescence, 24 h; AID 624171; 410,000 tested, 0.31% active; Potency, µM (series often up to 46.1 µM), for the others: top-dose activation, usual class: activators; also: % of control where 0% means no effect; nearly all actives have a fitted effect of over 65% in size
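Quantitative high-throughput format: AREc32 reporter cells, 1000 per well, received compound by pin transfer and were incubated 24 hr at 37 deg C, 5% CO2, before Steady-Glo luminescence detection.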
ATXN viability: cell viability loss in ATXN counter-screen; S2 cells (HEK-293 line with an ATXN2-luciferase reporter) viability, CellTiter-Fluor protease fluorescence, 24 h; Potency, µM (highest dose often 56.7 µM), usual class: cytotoxic; 400,000 tested, 0.49% active; AID 651635; also: nearly all actives have a fitted effect of over 40% in size
Nrf2 inh: Nrf2 pathway inhibition | Potency, µM (series often up to 46 µM), without a hit: at the top dose activity change, negative = inhibition, actives largely listed as inhibitors | 360,000 tested, 2.1% active | A549 ARE-Fluc reporter, luciferase luminescence, 18-24 h | AID 504444; also: % is scaled to controls: 0 for no effect and ±100 for the full control effect; nearly all actives have a fitted effect of over 60% in size
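Quantitative HTS in A549 cells stably bearing an antioxidant response element-firefly luciferase construct. Inhibition of Nrf2-driven transcription was scored by luminescence after 18-24 h of compound exposure at 37 °C.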
EPAC2 antag: EPAC2 (human) antagonism. AID 720708. Potency, µM (series often up to 114 µM), for inactives: top-dose activity, negative = inhibition, usual class: inhibitors. EPAC2 GEF exchange of Rap1B-BODIPY-GDP, fluorescence. 360,000 tested, 0.18% active; also: % is scaled to controls: 0 for no effect and ±100 for the full control effect; nearly all actives have a fitted effect of over 45% in size; many of its hits are not listed in these tables
Target sequence (Q8WZA2 whole entry, looked up): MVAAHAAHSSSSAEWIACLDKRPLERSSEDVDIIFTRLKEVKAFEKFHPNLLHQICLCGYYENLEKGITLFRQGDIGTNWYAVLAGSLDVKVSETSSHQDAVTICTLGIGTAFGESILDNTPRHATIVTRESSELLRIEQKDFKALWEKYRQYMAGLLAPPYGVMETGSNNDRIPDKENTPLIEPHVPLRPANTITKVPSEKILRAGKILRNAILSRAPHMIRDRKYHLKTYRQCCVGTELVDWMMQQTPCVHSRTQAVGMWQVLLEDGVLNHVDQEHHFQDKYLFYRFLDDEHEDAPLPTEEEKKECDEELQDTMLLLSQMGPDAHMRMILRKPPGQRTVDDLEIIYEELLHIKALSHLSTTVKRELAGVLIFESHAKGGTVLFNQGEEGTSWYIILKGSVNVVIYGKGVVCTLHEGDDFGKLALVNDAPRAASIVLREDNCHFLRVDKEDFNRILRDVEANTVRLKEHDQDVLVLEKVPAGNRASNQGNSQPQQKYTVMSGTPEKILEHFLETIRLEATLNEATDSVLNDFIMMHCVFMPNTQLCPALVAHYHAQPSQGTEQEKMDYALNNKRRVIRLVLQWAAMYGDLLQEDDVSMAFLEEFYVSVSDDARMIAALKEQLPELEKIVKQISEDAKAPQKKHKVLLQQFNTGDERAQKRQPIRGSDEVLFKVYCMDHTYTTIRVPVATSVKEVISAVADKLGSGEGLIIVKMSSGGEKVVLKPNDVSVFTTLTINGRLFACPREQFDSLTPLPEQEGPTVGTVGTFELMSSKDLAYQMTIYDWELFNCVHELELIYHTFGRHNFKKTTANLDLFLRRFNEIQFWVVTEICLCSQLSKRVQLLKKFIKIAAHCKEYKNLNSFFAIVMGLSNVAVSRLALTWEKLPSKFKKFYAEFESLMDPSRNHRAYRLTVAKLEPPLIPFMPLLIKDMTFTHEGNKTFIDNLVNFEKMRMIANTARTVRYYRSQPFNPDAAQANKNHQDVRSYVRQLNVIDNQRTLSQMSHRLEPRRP
TGFb SMAD3 inh: inhibitors of TGF-b signaling | 410,000 tested, 1.2% active | HepG2 CAGA-GFP TGF-b/SMAD3 reporter, GFP fluorescence, 18 h; TGF-beta stimulated, 500 pg/mL final | Potency, µM (titrated, usually from 46.1 µM), for inactives: at the highest dose activity, negative = inhibition, hits mostly inhibitors; also: % is scaled to controls: 0 for no effect and ±100 for the full control effect; nearly all actives have a fitted effect of over 65% in size
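Smad-responsive CAGA-GFP expression was quantified in HEPG2 cells exposed to compounds and 500 pg/mL final TGF-beta for 18 h at 37 degrees C; unstimulated wells defined full inhibition.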
ATXN2 expr inh: reduces ATXN2 reporter expression in HEK-293 cells | HEK-293 ATXN2-luciferase reporter, luminescence, 24 h | Potency, µM (series often up to 57 µM), for inactives: at the top dose activity change, negative = inhibition, actives largely listed as inhibitors | 360,000 tested, 0.72% active; also: % is scaled to controls: 0 for no effect and ±100 for the full control effect; nearly all actives have a fitted effect of over 55% in size
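ATXN2-luciferase reporter cells (luciferase flanked by upstream and downstream ATXN2 gene portions) were treated 24 h at 37 °C with compounds at up to 57 uM. SteadyGlo luminescence gave expression; GF-AFC fluorescence gave viability.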
MCF10A rereplic: inducers of DNA re-replication in MCF 10A breast cells | MCF 10A DNA re-replication, Hoechst nuclear intensity, 48 h | Potency, µM (highest dose often 46.1 µM), for the others: at the highest dose activity, positive = re-replication, usual class: activators | 350,000 tested, 2.9% active | AID 624296; also: % of control where 0% means no effect; nearly all actives have a fitted effect of over 50% in size
A549 tox: A549 cytotoxicity, counter-screen for Nrf2 inhibitors. A549 ARE-Fluc cells, CellTiter-Fluor viability, 18-24 h. Potency, µM (titrated, usually from 46 µM), without a hit: at the top dose activity change, negative = cytotoxicity, actives largely listed as inhibitors. 390,000 tested, 0.16% active. AID 504648; also: % is scaled to controls: 0 for no effect and ±100 for the full control effect
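A549 ARE-Fluc cells in 5% FBS OPTI-MEM, 5000 cells/well, rested 2 h then exposed to compounds in concentration-response for 18-24 h at 37 °C. Viability by CellTiter-Fluor fluorescence (Ex 405/Em 525) after 30 min; luciferase luminescence (BugLite, 15 min, RT) read afterwards.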
HepG2 viability: HepG2 cytotoxicity, counter-screen for TGF-b inhibitors; HepG2 CAGA-GFP viability, ATP luminescence, 18 h; 410,000 tested, 0.76% active; AID 588856; Potency, µM (titrated, usually from 46.1 µM), for the others: top-dose activity change, negative = cytotoxicity, actives largely listed as cytotoxic; also: some results filed as inactive show a strong effect at the top dose
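HepG2 CAGA-GFP cells (1000/well, DMEM with 1% FBS) received compound, then TGF-beta at 500 pg/mL final, and were incubated 18 hours at 37 degrees C. Viability was read by CellTiter-Glo luminescence. Media-only wells were set as complete cell-killing and DMSO as no toxicity.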
The depositor's hits bear a star; i = inactive; ? = inconclusive; . = no result given; & = joins results of further samples; [ ] = another dose, or the depositor's remark. Calls follow the shape of the dose curve; as a rule, active = well fitted curve in the direction sought with a large enough effect; inconclusive = small, poorly fitted or top-dose-only effect, or another doubt; inactive = no such curve, though single readings can be large; an effect the other way counts as inactive or inconclusive. Potency is read from the fitted curve at half-maximal effect. The list is partial, so the mix of outcomes need not match the whole.

SMILES	Nrf2 activator	ATXN viability	Nrf2 inh	EPAC2 antag	TGFb SMAD3 inh	ATXN2 expr inh	MCF10A rereplic	A549 tox	HepG2 viability
Cc1cc(Oc2ccccc2)nc(SCC(=O)Nc2ccccc2)n1	-0.9%	i	?	5.3%	-2.0%	-5.8%	-177.5%[0.0737 µM]	-9.1%	-13.7%
Cc1[nH]c2ccccc2c1C(=O)CSc1nc2ccccc2[nH]1	3.3%	?	15.4%	-2.6%	-0.1%	5.0%	?	9.9%	-5.4%
O=C(Nc1ccc(C(=O)NCCCN2CCN(c3ccccc3)CC2)cc1)C1=CSCCO1	0.3%	i	1.6%	2.3%	-0.2%	-2.0%	0.9%	-0.2%	-11.8%
Cc1nnc(OCC(=O)NCCC2=CCCCC2)c2ccccc12	-0.7%	i	6.3%	4.8%	54.9%[activator]	6.5%	20.6µM*	-1.5%	42.7%
CC(C)c1ccc(-c2noc(SCC(=O)N3CCN(c4ccc(F)cc4)CC3)n2)cc1	1.1%	.	?	.	6.6%	.	.	-7.2%	-1.3%
CC1(C)Cc2c(sc3c2c(N)nc(=S)n3Cc2ccc(Br)cc2)CO1	0.1%	i	4.7%	-9.3%	-8.1%	35.7%	-3.7%	2.4%	-19.1%
Cc1ccc(C(C#N)c2ccc3c(C(F)(F)F)cc(C(F)(F)F)nc3n2)cc1 (stereo not drawn)	6.7%	?	?	-3.3%	-6.0%	?	9.3%	?	-5.4%
O=C(c1cc2nc(-c3ccco3)cc(C(F)(F)F)n2n1)N1CCN(c2ccc(F)cc2)CC1	6.6%	i	?	-11.5%	?	-12.4%	?	?	-11.4%
COc1ccc(NS(=O)(=O)c2ccc(NC(=S)NC(=O)C(C)C)cc2)cc1	2.5%	i	?	-3.3%	4.0%	-0.1%	14.8%	-3.5%	0.3%
O=C(CN1CC(=O)Oc2ccccc21)NCc1ccco1	?	i	-20.6%	1.5%	0.0%	?	?	-5.0%	-17.9%
c1ccc(C(Cc2nc(-c3ccncc3)no2)c2ccccc2)cc1	3.1%	i	8.2µM*	-2.7%	0.0%	-12.6%	3.6%	-14.7%	-24.4%
CCOc1ccc(NC(=O)C2CCCN(S(=O)(=O)c3cccc4nonc34)C2)cc1 (stereo not drawn)	0.3%	i	7.8%	.	-25.2%	6.3%	.	6.8%	-1.1%
COc1ccc(C(=O)OCC(=O)NCCN2C(=O)CSC2=O)cc1[N+](=O)[O-]	-0.3%	i	-7.6%	4.2%	6.3%	20.8%	0.1%	14.3%	1.5%
Ic1ccc(N2CCN(Cc3c[nH]c4ncccc34)CC2)cc1	3.3%	i	?	7.4%	-26.0%	?	?	-0.4%	-41.1%
CCOc1cc(/C=C\[N+](=O)[O-])ccc1OCC(=O)N1CCOCC1	0.2%	?	?	6.8%	?	?	6.51µM*	?	-15.8%
C/C(CC(=O)Nc1ccc(C)c(Cl)c1)=N\NC(=O)Cc1ccccc1	6.5%	i	?	-8.4%	-1.0%	-4.8%	5.4%	9.2%	-22.4%
Cc1ccc(C)c(NC(=O)c2cc(-c3cc(C)ccc3O)n[nH]2)c1	16.4%	i	-1.7%	-0.6%	?	28.1%	-2.7%	0.9%	-64.0%
CCC/C=N/NC(=O)CNC(=O)c1ccccc1Cl	-0.6%	?	-0.6%	13.3%	0.4%	6.2%	-3.4%	-1.2%	-2.2%
CSCCC(NC(=O)c1cccc(S(=O)(=O)N2CCOCC2)c1)C(=O)Nc1cccc(C)c1 (stereo not drawn)	4.1%	i	4.1%	-18.2%	-3.4%	7.7%	14.9%	-3.3%	-8.6%
CC(C)(C)NCC(O)COc1ccccc1C(C)(C)C (stereo not drawn)	-0.1%	?	7.9%	3.5%	-1.7%	-27.0%	3.1%	-2.7%	-35.5%
NCCc1nnc(SCC(=O)Nc2cccc(Cl)c2)o1	-0.7%	i	-23.6%	0.3%	10.0%	.	-0.4%	2.9%	-36.4%
CCOc1cc(-c2nccc3cc(OC)c(OC)cc23)cc(OCC)c1OCC	2.9%	?	?	-18.7%	?	?	13.6%&0.0%	-21.7%	-39.5%
CCCCCn1c(CCCNC(=O)CC)nc2ccccc21	0.6%	i	-12.0%	0.9%	-5.8%	-26.3%	10.5%	-11.6%	-26.9%
Cc1ccn2c(=O)c(C(=O)NCCc3ccc(S(N)(=O)=O)cc3)c(O)nc2c1	-0.4%	i	10.8%	.	-0.6%	-8.7%	.	0.5%	-10.9%
Cc1ccccc1-c1nc(CN2CCC(C(=O)NCc3ccco3)CC2)c(C)o1	2.3%	i	13.5%	-0.3%	3.2%	-12.0%	4.0%	-3.2%	-33.1%
O=C(CN1C(=O)S/C(=C\c2ccccc2Cl)C1=O)NCCCn1ccnc1	11.4%	i	3.0%	5.3%	0.9%	9.5%	-7.2%	0.3%	-35.9%
CCCn1c(S(=O)(=O)O)nc2ccccc21	0.4%	i	1.8%	0.0%	-11.1%	8.8%	0.3%	0.3%	12.2%
OC[C@H]1O[C@@](CO)(O[C@H]2O[C@H](CO)[C@@H](O)[C@H](O)[C@H]2O)[C@@H](O[C@H]2O[C@H](CO)[C@@H](O)[C@H](O)[C@H]2O)[C@@H]1O	-0.4%	i	-2.0%	-3.6%	13.2%	-3.1%	-6.8%	0.5%	-3.5%
O=C(Nc1ccc(F)c(Cl)c1)c1cccnc1	5.3%	i	?	0.5%	4.2%	-11.9%	2.9%	2.1%	-3.5%
COc1cc(Cl)c(C)cc1NC(=O)COC(=O)C1=NN(c2ccccc2)C(=O)CC1	-0.1%	i	-4.3%	-11.2%	0.9%	6.5%	-6.7%	4.4%	16.6%

Quoted at random: 5 entries already listed, in no set order.
SMILES	Nrf2 activator	ATXN viability	Nrf2 inh	EPAC2 antag	TGFb SMAD3 inh	ATXN2 expr inh	MCF10A rereplic	A549 tox	HepG2 viability
COc1cc(Cl)c(C)cc1NC(=O)COC(=O)C1=NN(c2ccccc2)C(=O)CC1	-0.1%	i	-4.3%	-11.2%	0.9%	6.5%	-6.7%	4.4%	16.6%
O=C(c1cc2nc(-c3ccco3)cc(C(F)(F)F)n2n1)N1CCN(c2ccc(F)cc2)CC1	6.6%	i	?	-11.5%	?	-12.4%	?	?	-11.4%
CC1(C)Cc2c(sc3c2c(N)nc(=S)n3Cc2ccc(Br)cc2)CO1	0.1%	i	4.7%	-9.3%	-8.1%	35.7%	-3.7%	2.4%	-19.1%
CSCCC(NC(=O)c1cccc(S(=O)(=O)N2CCOCC2)c1)C(=O)Nc1cccc(C)c1 (stereo not drawn)	4.1%	i	4.1%	-18.2%	-3.4%	7.7%	14.9%	-3.3%	-8.6%
CCOc1cc(-c2nccc3cc(OC)c(OC)cc23)cc(OCC)c1OCC	2.9%	?	?	-18.7%	?	?	13.6%&0.0%	-21.7%	-39.5%

The results go on:
SMILES	Nrf2 activator	ATXN viability	Nrf2 inh	EPAC2 antag	TGFb SMAD3 inh	ATXN2 expr inh	MCF10A rereplic	A549 tox	HepG2 viability
COc1cccc(-c2nc(CS(=O)(=O)CC(=O)NCCCN3CC(C)CC(C)C3)c(C)o2)c1 (stereo not drawn)	3.6%	i	0.0%	0.7%	-11.9%	-28.0%	6.4%	0.0%	-28.0%
COCCn1nnnc1C(CC(C)C)N1CCN(c2ccccc2)CC1 (stereo not drawn)	-0.6%	i	-26.1%	-1.4%	-2.4%	-3.4%	-8.2%	-4.3%	-0.5%
O=C(CCS(=O)(=O)c1cc(Br)cc2c1N(C(=O)C1CC1)CC2)N1CCN(c2cccc(Cl)c2)CC1	-0.6%	i	-6.3%	.	?	4.1%	.	0.3%	-13.6%
CCN1CCCC1CN(Cc1cc2c(C)cc(C)cc2[nH]c1=O)C(=O)NC1CCCCC1 (stereo not drawn)	7.1%	?	21.6%	0.8%	-14.7%	6.0%	16.3%	-3.0%	-53.2%
CC(C)c1ccc(OCC(=O)NC(=S)Nc2ccc3c4c(cccc24)CC3)cc1	-0.6%	i	?	-4.2%	-2.7%	-8.4%	?	-5.7%	7.3%
Cc1cc(CSc2ccccc2)ccc1NC(=O)c1ccc(Cl)c([N+](=O)[O-])c1	0.1%	i	-15.1%	-8.0%	10.6%	-24.0%	18.4µM*	-15.8%	-16.1%
Nc1nnc(-c2cccc([N+](=O)[O-])c2)o1	-0.4%	i	-19.4%	-7.1%	-2.7%	2.8%	-0.8%	-1.0%	-5.2%
CN1CCN(c2ccc([N+](=O)[O-])c(-n3nc(-c4ccccc4)c4ccccc4c3=O)c2)CC1	-0.2%	.	-1.1%	4.4%	3.9%	-23.4%	-1.1%	?	-5.2%
COc1ccc(S(=O)(=O)CC(=O)c2cc3cc(Br)ccc3oc2=O)cc1	17.8%	i	-20.3%	-20.6%	12.6µM*	.	?	-21.3%	-60.6%
CC(C)C[C@H](N)C(=O)N1CCC(C(=O)N[C@H](C(=O)NCc2ccc(F)cc2)C(C)C)CC1	-0.8%	i	0.2%	-9.3%	5.4%	2.7%	21.9%	0.0%	0.7%
COc1ccccc1N1CCN(C(=O)CN(c2ccccc2OC)S(=O)(=O)c2ccccc2)CC1	0.1%	i	11.6%	-0.9%[57.1 µM]	-10.3%	-4.5%	13.7%	15.6%	-33.4%
O=C(CN1C(=O)/C(=C\c2cccc(Br)c2)Oc2ccccc21)NCC1CCCO1 (stereo not drawn)	-0.8%	i	6.1%	-13.4%	0.0%	.	?	-3.1%	-14.4%
O=C(O)C1CC=CCC1C(=O)N1CCCC1 (stereo not drawn)	0.0%	i	5.9%	17.2%	24.0%	-7.3%	-3.3%	-0.5%	9.9%
O=C(NN=C1C2CC3CC1CC(Cl)(C3)C2)c1ccccn1	6.0%	i	25.6%	0.1%[57.1 µM]	11.2%	.	-2.4%	-1.8%	8.3%
Cc1c(OCC(=O)N2CCC[C@@H]2C(=O)O)ccc2c3c(c(=O)oc12)CCC3	-0.4%	i	1.2%	-6.3%	2.9%	2.4%	-1.6%	3.3%	2.5%
CC(=O)NC(=C(Cl)Cl)S(=O)(=O)c1ccccc1	?	i	?	-9.4%	-4.1%	?	13µM*	?	-19.3%
CC(C)Cc1nnc(NC(=O)CCC(=O)N2CCN(c3ccc(Cl)cc3)CC2)s1	-1.1%	i	18.4µM*	9.9%	-5.4%	-24.1%	6.7%	-7.6%	-10.4%
O=C(COC(=O)c1ccccc1Br)NCc1cccs1	-0.1%	i	17.9%	8.1%	-6.1%	28.7%	-4.5%	-0.7%	0.2%
